# Screening data as filed in PubChem.
# Mcl-1 Bim block: human Bim-Mcl-1 interaction inhibition. actives 0.1% (n = 190,000). inhibition, % at 10 µM. Bead-based flow cytometry, Bim peptide-Mcl-1 binding. AID 1009; in the data active = inhibition above about 40%;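 also: 0% = no compound tracer wells and 100% = peptide blocker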
# Target sequence (Q07820 whole entry, looked up): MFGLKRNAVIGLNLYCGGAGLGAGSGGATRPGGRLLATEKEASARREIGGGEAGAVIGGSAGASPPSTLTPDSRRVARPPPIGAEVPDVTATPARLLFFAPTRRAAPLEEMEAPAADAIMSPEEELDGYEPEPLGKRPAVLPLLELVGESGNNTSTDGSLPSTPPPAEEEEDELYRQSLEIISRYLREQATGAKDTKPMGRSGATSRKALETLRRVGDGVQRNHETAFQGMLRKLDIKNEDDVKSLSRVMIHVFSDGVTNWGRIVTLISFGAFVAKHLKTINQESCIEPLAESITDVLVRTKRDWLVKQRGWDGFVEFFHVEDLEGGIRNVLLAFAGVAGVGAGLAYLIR
# Rac1 act GTP bind: human Rac1 activated mutant GTP binding change; actives 0.11% (n = 190,000); GST-Rac1 activated beads, fluorescent GTP binding, flow cytometry; actives lie on both sides; 100% means binding = to untreated wells; P63000; percent activity (GTP binding), % at 10 µM;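 active = GTP binding at least 20 percentage points away from the 100% baseline, in either direction, so actives lie on both sides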
# Cdc42 wt: human Cdc42 wildtype GTP binding change, either direction. actives 0.2% (n = 190,000). GST-Cdc42 beads, Bodipy-GTP binding, flow cytometry; actives lie on both sides. percent activity (GTP binding), % at 10 µM. P60953. AID 761;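 active = percent activity GTP binding at least 20 points away from the 100% baseline, either down as inhibitor or up as activator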;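 also: median bead fluorescence of bound Bodipy-FL-GTP at 100 nM; 0% = excess unlabeled GTP control and 100% = no compound control; below 100% means less GTP binding so inhibitor and above means activator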
# Target sequence (P60953 whole entry, looked up): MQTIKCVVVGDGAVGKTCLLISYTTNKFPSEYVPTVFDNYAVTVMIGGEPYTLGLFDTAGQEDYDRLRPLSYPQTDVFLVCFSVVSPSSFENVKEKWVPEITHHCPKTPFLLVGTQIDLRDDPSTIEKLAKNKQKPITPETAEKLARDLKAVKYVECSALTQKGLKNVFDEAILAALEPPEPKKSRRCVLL
# Rac1 wt modul: alters GTP binding to wildtype human Rac1; P63000; GST-Rac1 beads, fluorescent GTP binding, flow cytometry; actives lie on both sides; 0 = cold GTP competed, 100 = untreated; GTP binding activity (% of control), % at 10 µM; actives 0.27% (n = 190,000);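 active = GTP binding activity at least 20 points away from the 100% control level, either lower or higher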
# Pf gamet viab: P. falciparum stage V gametocyte viability inhibition; inhibition, % at 10.9 µM; P. falciparum stage V gametocytes, ATP luminescence, 24 h; actives 0.065% (n = 150,000); AID 743093;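 active = inhibition above the mean plus 3 SD of compounds within the control limits, set per campaign, cut at about 38% in these data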;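 also: 0% = DMSO wells and 100% = medium only without gametocytes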
# Mcl1-Bid inh: Mcl-1/Bid interaction inhibition; TR-FRET Mcl-1/Bid-Dy647 peptide binding, 1536-well; Q07820; inhibition, % at 21.7 µM; actives 0.97% (n = 220,000);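 active = compounds that cut the binding signal by more than half at the single screening dose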;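 also: His-tagged Mcl-1 with europium anti-His antibody binding Bid BH3 peptide; 0% = Mcl-1 plus peptide wells and 100% = peptide-only wells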
# HRas wt GTP bind: modulators of GTP binding to human HRas wildtype | GST-Ras wt beads, Bodipy-FL-GTP binding, flow cytometry; actives lie on both sides | AID 759 | actives 0.14% (n = 190,000) | GTP binding activity, % at 10 µM | P01112;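 active = GTP binding activity at least 20% away from the 100% baseline, either lowered as inhibitor or raised as activator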;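 also: 0% = unlabeled GTP competition control and 100% = no-compound control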
# Target sequence (P01112 whole entry, looked up): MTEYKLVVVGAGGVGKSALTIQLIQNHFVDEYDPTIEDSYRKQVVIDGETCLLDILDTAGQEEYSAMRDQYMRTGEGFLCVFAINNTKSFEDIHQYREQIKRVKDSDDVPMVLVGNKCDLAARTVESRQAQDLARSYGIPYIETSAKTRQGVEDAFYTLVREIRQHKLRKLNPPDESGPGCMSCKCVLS
# Mcl1-Noxa inh: disrupts binding of human Mcl-1 to Noxa peptide; inhibition, % at 21.7 µM; TR-FRET Mcl-1/Noxa peptide binding, 2 h; actives 1.5% (n = 220,000); Q07820; AID 1022;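 active = compounds that cut the protein-peptide binding signal by more than 50% relative to plate controls in a single-dose test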;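 also: His-tagged Mcl-1 with rhodamine Noxa BH3 peptide and terbium anti-His antibody; 0% = Mcl-1 plus Noxa peptide wells and 100% = peptide-only wells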
# Rab7 wt GTP bind: alters GTP binding to wildtype dog Rab7. AID 758. actives 0.055% (n = 190,000). GTP binding activity (percent of control), % at 10 µM. GST-Rab7 beads, fluorescent GTP binding, flow cytometry; actives lie on both sides; untreated = 100%, excess cold GTP = 0%;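 active = fluorescent GTP binding to Rab7 beads changed by at least 20 points from the 100% baseline, either direction, mostly lower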;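 also: median green fluorescence of bound Bodipy-FL-GTP per Rab7 bead population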
# Rab2A wt mod: changes GTP binding to wildtype dog Rab2A, up or down; P61105; GTP binding activity, % at 10 µM; GST-Rab2 wt beads, Bodipy-GTP binding, flow cytometry; actives 0.19% (n = 190,000);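 active = GTP binding activity at least 20 points away from 100%, either lowered or raised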;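 also: 0% = beads with excess unlabeled GTP and 100% = no-compound control corrected for plate trend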
# Avidin bead fluor: avidin bead compound fluorescence profile | Avidin beads, compound fluorescence 488/530 nm, flow cytometry; hits give high values | fluorescence (KMESF) at 10 µM | actives 0.38% (n = 220,000) | AID 1775; in the data active = fluorescence above about 47; also: inactives centre near 10
# * = called active by the depositor; x = not tested or not shown.
1. COc1ccc(N/N=C(/C#N)S(=O)(=O)c2nsc(C)c2C#N)cc1
2. Cc1ccc2c(COn3nnc4ccc(S(=O)(=O)N(C)C)cc43)cc(=O)oc2c1C
3. O=C(Oc1ccnc2cc(Cl)ccc12)N1CCOCC1
4. COc1ccc(CC(=O)NC2CCN(CC(=O)N3CCCc4ccccc43)CC2)cc1OC
5. COC(=O)c1nn(-c2ccccc2)c(=O)cc1Oc1ccc(Cl)cc1
6. Cc1ccc(-c2noc(C3CCCN(C(=O)c4ccc(F)cc4F)C3)n2)cc1 (centres undefined)
7. CC(/C=N/Nc1nnc2c(n1)[nH]c1ccccc12)=C\c1ccco1
8. Cc1c(S(=O)(=O)Nc2cc(Cl)ccc2Cl)c(=O)n(C)c(=O)n1C

Screen / compound no.	1	2	3	4	5	6	7	8
Mcl-1 Bim block	-1	-1	0	-3	-4	-3	-2	-1
Rac1 act GTP bind	96	104	98	99	98	97	101	95
Cdc42 wt	95	108	99	104	96	101	105	98
Rac1 wt modul	97	113	108	101	98	101	107	99
Pf gamet viab	x	-14	10	-43	21	13	x	x
Mcl1-Bid inh	-58	6	-16	-42	-8	-6	-8	-1
HRas wt GTP bind	97	106	104	103	97	100	101	97
Mcl1-Noxa inh	30	15	-19	0	12	5	42	9
Rab7 wt GTP bind	94	106	107	95	95	100	99	96
Rab2A wt mod	94	103	101	104	95	99	101	97
Avidin bead fluor	14	12	11	13	33	39	8	6

9. N#Cc1cc(S(=O)(=O)c2ccccc2)c(N)[nH]c1=O
10. CCCCNC(=O)CC(NS(=O)(=O)c1ccc(C)cc1)c1ccco1 (centres undefined)
11. CCn1c(NCc2ccc(N(C)C)cc2)nc2ccccc21
12. Cc1ccccc1/C(N)=N/OC(=O)N1c2ccccc2Sc2ccccc21
13. CCOC(=O)C1=C(C)N(c2ccc(C)cc2)C(=O)/C1=C\c1cccs1
14. CCOc1c(Cl)cc(C(=O)NCCN2CCCCC2)cc1Cl
15. O=C(CCCSc1nc2ccccc2[nH]1)NCc1ccccc1F
16. COc1ccc2c(C)cc(=O)oc2c1C

Screen / compound no.	9	10	11	12	13	14	15	16
Mcl-1 Bim block	4	3	-4	1	0	-3	-2	0
Rac1 act GTP bind	98	99	95	99	98	91	99	98
Cdc42 wt	99	102	95	100	99	92	98	99
Rac1 wt modul	101	104	100	101	100	88	103	102
Pf gamet viab	17	-20	x	x	6	x	-5	x
Mcl1-Bid inh	4	-11	-57	-9	-45	1	5	-5
HRas wt GTP bind	100	98	98	100	101	92	97	99
Mcl1-Noxa inh	2	0	26	7	52*	x	7	-17
Rab7 wt GTP bind	101	99	97	98	101	90	94	98
Rab2A wt mod	99	99	98	99	100	91	97	99
Avidin bead fluor	6	18	5	37	9	10	23	33

# Look-ups from the results shown:
# Entry for CCOC(=O)C1=C(C)N(c2ccc(C)cc2)C(=O)/C1=C\c1cccs1 under Rac1 act GTP bind: 98
# Entry for N#Cc1cc(S(=O)(=O)c2ccccc2)c(N)[nH]c1=O under Mcl1-Bid inh: 4
# Entry for COc1ccc2c(C)cc(=O)oc2c1C under Rac1 wt modul: 102

# Continuation.
17. O=C(Nc1ccc(C(=O)N2CCOCC2)cc1)c1cnn2c(C(F)F)cc(-c3ccccc3)nc12
18. CCOc1ccccc1C(=O)Nc1cccc(-c2ccc3nncn3n2)c1
19. N#CC1=C(N)N(c2ccc(F)cc2)C(=O)C1
20. CCN=C(NS(=O)(=O)c1ccc(Br)cc1)c1ccc(Cl)cc1
21. C/C(=N/N=C/c1ccc(N(C)C)cc1)c1ccccc1
22. Cc1c(NC(=O)Cc2ccccc2)cccc1C(=O)NN1C(=O)c2ccccc2C1=O
23. O=C(Cn1cccc1C(=O)c1ccccc1)NCc1cccnc1
24. Cc1cc(NS(=O)(=O)c2ccc(Cl)cc2)nn1CC(=O)NCc1ccco1

Screen / compound no.	17	18	19	20	21	22	23	24
Mcl-1 Bim block	-1	9	-5	-1	4	-5	3	1
Rac1 act GTP bind	95	88	95	96	101	100	101	97
Cdc42 wt	97	73*	97	97	107	99	103	100
Rac1 wt modul	102	73*	98	104	104	104	103	99
Pf gamet viab	10	1	-2	-17	x	0	x	1
Mcl1-Bid inh	10	-9	-8	0	-56	1	-35	-14
HRas wt GTP bind	97	78*	95	98	103	101	102	99
Mcl1-Noxa inh	9	5	26	17	12	-1	2	27
Rab7 wt GTP bind	103	92	99	99	98	104	98	101
Rab2A wt mod	96	75*	96	97	102	98	99	99
Avidin bead fluor	10	9	9	8	8	15	34	14

25. CCOCCc1nnc(NC(=O)c2cc(OC)c(OC)c(OC)c2)s1
26. O=C(Cc1ccccc1)Nc1cccc(C(=O)O)c1O
27. CCc1c(C)nn(C(=O)/C(C#N)=C\N(C)C)c1C
28. CC(=O)NCC(=O)N(C)C(C(=O)Nc1ccc2c(c1)OCCO2)c1ccccc1 (centres undefined)
29. CN1CCCN(C(=O)/C=C/c2ccc(F)cc2)CC1
30. COc1cc(C2Nc3cc(Cl)c(S(N)(=O)=O)cc3S(=O)(=O)N2)cc(OC)c1OC (centres undefined)
31. CC1(C)NC(=O)N(CCCCOc2ccc(Cl)cc2)C1=O
32. O=C(NCCNS(=O)(=O)c1ccccc1Cl)c1cc(OCC(F)(F)F)ccc1OCC(F)(F)F

Screen / compound no.	25	26	27	28	29	30	31	32
Mcl-1 Bim block	-9	-2	1	-4	17	-1	-2	1
Rac1 act GTP bind	99	96	96	101	100	98	97	96
Cdc42 wt	99	95	97	107	104	102	98	99
Rac1 wt modul	105	95	99	110	103	100	103	101
Pf gamet viab	x	-12	7	-11	x	x	-13	x
Mcl1-Bid inh	1	12	-38	3	-18	-5	2	-11
HRas wt GTP bind	100	95	99	103	101	97	97	101
Mcl1-Noxa inh	-3	6	-6	4	13	-4	1	5
Rab7 wt GTP bind	100	100	102	100	97	95	104	100
Rab2A wt mod	99	97	99	103	100	97	99	98
Avidin bead fluor	15	6	10	34	8	8	15	9

33. N#Cc1ccc(-c2csc(NNC(=O)c3ccccc3)n2)cc1
34. CC(=O)c1ccc(OCC(O)CN2CCN(CCN3C(=O)c4cccc5cccc(c45)C3=O)CC2)cc1 (centres undefined)
35. O=C(O)CCC(CNS(=O)(=O)c1ccccc1)C(F)(F)F (centres undefined)
36. CCCCSc1nc(NCc2ccco2)c2c3c(sc2n1)COC(C)(C)C3
37. CCN1CCN(c2cc(SC(C)C)nc(-c3ccc(OC)cc3)n2)CC1
38. CSCCC(NC(=O)c1cccc([N+](=O)[O-])c1)C(=O)O (centres undefined)
39. NC(=O)CSc1nnc(COc2ccccc2)n1Cc1ccco1
40. COc1ccc2nc(NC(=O)CS(=O)(=O)Cc3ccccc3)sc2c1

Screen / compound no.	33	34	35	36	37	38	39	40
Mcl-1 Bim block	2	-3	2	-3	0	-6	-3	-4
Rac1 act GTP bind	100	99	97	98	97	97	97	97
Cdc42 wt	100	98	96	99	98	98	100	102
Rac1 wt modul	99	101	97	104	101	102	101	103
Pf gamet viab	16	-11	3	7	x	x	18	x
Mcl1-Bid inh	-3	15	0	-33	3	-17	-17	-6
HRas wt GTP bind	101	99	99	101	101	98	97	104
Mcl1-Noxa inh	27	29	70*	4	20	4	-7	-3
Rab7 wt GTP bind	99	94	103	103	99	100	95	107
Rab2A wt mod	102	100	99	101	100	99	96	105
Avidin bead fluor	28	16	27	16	15	15	20	10

41. CC(=O)Nc1ccc(SCC(=O)N(C)C2CCS(=O)(=O)C2)cc1 (centres undefined)
42. COC(=O)c1ccc(-c2ccc(C(=O)N3CCCN(C)CC3)cc2)cc1
43. COC(=O)c1cccc(S(=O)(=O)N(Cc2ccco2)Cc2cc3cc(OC)c(OC)cc3[nH]c2=O)c1
44. CCCCC1(C)OC(=O)C(=Cc2c[nH]c3ccccc23)C(=O)O1 (centres undefined)
45. O=C(c1ccccc1)c1cc2ccc(O)cc2oc1=O
46. C[N+]12CCC(CC1)C(OC(=O)C(O)(c1ccccc1)c1ccccc1)C2 (centres undefined)
47. O=C(CSc1nnc(-c2cccnc2)n1Cc1ccccc1)NCc1ccco1
48. Cc1cc(C)c2sc(NNC(=O)c3ccc(S(=O)(=O)N4CCc5ccccc5C4)cc3)nc2c1

Screen / compound no.	41	42	43	44	45	46	47	48
Mcl-1 Bim block	0	-2	-2	-3	0	-2	3	-3
Rac1 act GTP bind	94	98	100	93	94	95	97	95
Cdc42 wt	95	101	102	97	98	99	100	95
Rac1 wt modul	93	102	111	94	95	100	98	95
Pf gamet viab	10	x	x	16	0	x	-11	x
Mcl1-Bid inh	-10	-22	-49	11	-28	-12	-47	-38
HRas wt GTP bind	94	98	103	95	96	100	102	95
Mcl1-Noxa inh	-20	-11	7	-1	16	5	20	-48
Rab7 wt GTP bind	98	101	102	97	97	106	104	100
Rab2A wt mod	98	99	101	96	95	103	102	99
Avidin bead fluor	10	6	11	10	37	8	10	6

49. C=C(C)CN1C(=O)C(O)(CC(=O)c2ccc3c(c2)OCCO3)c2ccccc21 (centres undefined)
50. Cc1ccc(Cn2nc(C)c(NC(=O)c3cc(C)no3)c2C)cc1
51. CC1CCCC(C)N1C(=O)Cn1c(=O)sc2ccccc21 (centres undefined)
52. COc1cccc(OCC(O)CN2CCN(c3ncccn3)CC2)c1 (centres undefined)
53. Cc1ccc(S(=O)(=O)O/N=C2\CCCc3ccccc32)cc1
54. CCn1c(SC)nnc1-c1sc2cc(Cl)ccc2c1Cl
55. CCN1CCN(CCCNC(=O)C(NC(=O)C2CCC(C)CC2)C(C)C)CC1 (centres undefined)
56. COc1ccc(CNC(=O)/C=C/c2cc3c(cc2Br)OCO3)cc1
57. COCCN(C(=O)CCC(=O)Nc1cccnc1)C(C(=O)NC1CCCCC1)c1ccccc1 (centres undefined)
58. COc1ccc(CCN(Cc2cccs2)S(=O)(=O)c2ccc(S(=O)(=O)N3CCCCCC3)cc2)cc1OC
59. COC(=O)c1ccc(NC(=O)C2CCCN2S(=O)(=O)c2ccc(F)cc2)cc1 (centres undefined)

Screen / compound no.	49	50	51	52	53	54	55	56	57	58	59
Mcl-1 Bim block	-1	0	0	-6	1	-3	0	-6	-2	-6	3
Rac1 act GTP bind	97	100	98	103	99	97	104	98	100	99	98
Cdc42 wt	100	103	99	100	102	100	108	101	107	98	103
Rac1 wt modul	99	105	102	103	104	99	108	110	101	101	104
Pf gamet viab	x	x	x	7	3	x	x	-5	x	-8	28
Mcl1-Bid inh	-11	-22	-9	-49	-6	2	-18	-1	-4	-3	5
HRas wt GTP bind	101	101	99	103	102	98	105	102	106	98	100
Mcl1-Noxa inh	15	1	12	2	9	22	-3	7	6	-1	18
Rab7 wt GTP bind	99	102	100	106	101	98	99	104	105	100	97
Rab2A wt mod	98	101	99	101	100	97	102	102	106	99	100
Avidin bead fluor	11	8	9	4	5	17	10	13	6	11	16
